Screening results deposited in PubChem BioAssay by Sanford-Burnham Center for Chemical Genomics.
EphA4 KYL inhibition: EphA4 ligand-binding antagonists – biochemical, colorimetric, mouse EphA4, primary screen (AID 689); 62,000 tested, 0.1% active; inhibition, % at 10 µM; hits with a dose series show IC50 in µM; EphA4-AP binding to KYL peptide, pNPP A405; higher % means a stronger effect; in the data active = a potency from the dose series; inactive = the rest, 99 in 100 with inhibition below about 22%
An asterisk follows results filed as active; & = joins results of further samples. Only part of the results is shown; count on the stated rates, not on these rows.

SMILES | EphA4 KYL inhibition
CC(=O)Oc1cc2oc(=O)cc(C)c2cc1OC(C)=O | 4%
Cc1ccccc1C(OCC(O)CN1CCCCC1CCO)c1ccccc1 (centres undefined) | -5%
CCOC(=O)C1=C(c2ccccc2)NC(=S)NC1c1ccc(OC)cc1 (centres undefined) | 0%
O=C(CSc1nc2c(sc3ccccc32)c(=O)n1CCCN1CCOCC1)NC1CCCC1 | -5%
O=C(COc1ccccc1)NC(=S)Nc1ccc2c3c(cccc13)CC2 | -5%
CCN(CC)S(=O)(=O)c1cccc2cc(C(=O)O)c(O)cc12 | -24%
O=c1oc(-c2ccccc2)nc2sc3c(c12)CCCC3 | -10%&1%
O=C(NCCCN1CCCC1=O)Nc1ccc(F)c(Cl)c1 | -8%
Cc1noc(NS(=O)(=O)c2ccc(NC(=O)CC34CC5CC(CC(Br)(C5)C3)C4)cc2)c1C | -15%
Cc1cc(=O)[nH]c2c1c(=O)[nH]n2C1CC(C)N(C)CC1C (centres undefined) | -4%
CCCCCNc1nc(N2CCCC2)c2c(c1C#N)CCN(C)C2 | 6%
COCCCn1c(=N)c(C(=O)NCC2CCCO2)cc2c(=O)n3ccccc3nc21 (centres undefined) | 5%
CC(C)Oc1ccc(C2CC(=O)NC3=C2C(=O)CCC3)cc1 (centres undefined) | -16%
Cc1ccc(Cn2ccc(=O)c(OCc3c(Cl)cccc3Cl)c2C)cc1 | 3%
COC(=O)C1=C(C)NC(=O)NC1C1CC=CCC1 (centres undefined) | -21%

For convenience, part of the list above:
SMILES | EphA4 KYL inhibition
CC(=O)Oc1cc2oc(=O)cc(C)c2cc1OC(C)=O | 4%
Cc1ccccc1C(OCC(O)CN1CCCCC1CCO)c1ccccc1 (centres undefined) | -5%
CCOC(=O)C1=C(c2ccccc2)NC(=S)NC1c1ccc(OC)cc1 (centres undefined) | 0%

4 of the entries above in order of their number in EphA4 KYL inhibition, high to low:
SMILES | EphA4 KYL inhibition
CC(=O)Oc1cc2oc(=O)cc(C)c2cc1OC(C)=O | 4%
Cc1ccc(Cn2ccc(=O)c(OCc3c(Cl)cccc3Cl)c2C)cc1 | 3%
Cc1cc(=O)[nH]c2c1c(=O)[nH]n2C1CC(C)N(C)CC1C (centres undefined) | -4%
O=C(COc1ccccc1)NC(=S)Nc1ccc2c3c(cccc13)CC2 | -5%

(further entries)
SMILES | EphA4 KYL inhibition
c1ccc2c(c1)ncn2-c1ncnc2sc3c(c12)CCCC3 | -3%
CCOc1cc(N2CCOCC2)c(OCC)cc1NC(=O)CN1CCc2ccccc2C1 | -4%
Cc1ccc(Br)cc1S(=O)(=O)NCc1ccco1 | -1%
Cc1noc(C)c1C(=O)OCC(=O)NC(=O)NC12CC3CC(CC(C3)C1)C2 | -9%
Cc1ccc(C)c(OCCCCN2CCCC2)c1C | -4%
CCCn1c(N2CCN(C(=O)N3CCCCC3)CC2)nc2ccccc21 | -16%
COC(=O)c1ccc(/C=C2\SC(=S)N(c3ccc(F)cc3)C2=O)cc1 | 13%
O=C(CN1C(=O)c2ccc([N+](=O)[O-])cc2C1=O)Nc1ccccc1C(=O)O | 26%
COc1cc(/C=N\N=C2/SC(CC(=O)O)C(=O)N2c2ccc(O)cc2)ccc1O (centres undefined) | -3%
O=C(c1ccccc1)N1CCN(C(=O)c2nn3c(C(F)(F)F)cc(-c4cccs4)nc3c2Br)CC1 | -1%
Cc1nn(CC(=O)Nc2ccc3c(c2)oc2ccccc23)c(=O)c2ccccc12 | -3%
CC(=O)c1cc(NC(=O)c2ccccc2)c(=O)oc1/C=C/N(C)C | -7%

Sorted by formula weight (smallest number first): four of the compounds above.
SMILES | EphA4 KYL inhibition
CC(=O)c1cc(NC(=O)c2ccccc2)c(=O)oc1/C=C/N(C)C | -7%
CCCn1c(N2CCN(C(=O)N3CCCCC3)CC2)nc2ccccc21 | -16%
O=C(CN1C(=O)c2ccc([N+](=O)[O-])cc2C1=O)Nc1ccccc1C(=O)O | 26%
O=C(c1ccccc1)N1CCN(C(=O)c2nn3c(C(F)(F)F)cc(-c4cccs4)nc3c2Br)CC1 | -1%
